Assay outcomes (PubChem BioAssay)
Hsp70 displacement: Hsp70 inhibitors, probe displacement, primary screen, biochemical, fluorescence polarization (AID 583); displacement, % at 20 µM; hits with a dose series show IC50 in µM; 140,000 compounds, 0.06% hits; Hsp70 fluorescence polarization probe displacement, mP; higher % means a stronger effect; in the data active = displacement above about 50%;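 also: plate controls were vehicle for no effect and reference ligand for full effect; a part of the inactive calls stands beside numbers as strong as those of hits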
Rat MKP-3 inhibitors: inhibition of rat DUSP6 enzyme activity – biochemical, in vitro, primary screen (AID 425); recombinant MKP-3 phosphatase activity, fluorescence; higher % means a stronger effect; inhibition, % at 20 µM, or IC50 in µM where a hit was titrated; 110,000 compounds, 0.17% hits; in the data active = inhibition above about 50%;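 also: plate controls were vehicle for no effect and reference inhibitor for full effect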
* = called active by the depositor; . = not tested or not shown; & = joins results of further samples. An excerpt; count on the stated rates, not on these rows.

SMILES	Hsp70 displacement	Rat MKP-3 inhibitors
Cc1cccc(C)c1OCC(O)CNS(=O)(=O)c1ccccc1C(=O)N1CCOCC1 (stereo not drawn)	0.4%	-7%
O=C(Nc1nc(COc2ccccc2)cs1)C1CCC1	1.1%	.
CN1CCN(C(=O)c2ccc(S(=O)(=O)c3ccc(Br)cc3)cc2)CC1	-0.5%	-2%
Cn1c(CC(=O)Nc2ccc(Cl)c(Cl)c2)nnc1SCC(=O)N1CCN(c2ccccc2)CC1	0.4%	.
COc1ccc(NS(=O)(=O)c2ccc(Oc3ncccn3)cc2)cc1	3.9%	2%
CCOC(=O)c1[nH]c(C)c(C(=O)NC(C)(C)C)c1C	5.1%	-8%
CCOc1ccc2[nH]c(=O)c(CN(CCO)C(c3nnnn3C3CCCCC3)C(C)C)cc2c1 (stereo not drawn)	13%	-8%
CC1=C(C(=O)Nc2ccccc2)C(c2ccco2)C(C#N)=C(SCC(N)=O)N1 (stereo not drawn)	-2.5%	.
Cc1nc2c(C)cccn2c1/C(O)=C1\C(=O)C(=O)N(CCN2CCOCC2)C1c1ccncc1 (stereo not drawn)	2.3%	-2%
CCOC(=O)N1CCc2c(sc(NC(=O)c3ccc(S(=O)(=O)N4CCCC4)cc3)c2C#N)C1	-14%	0%
CC(C)(C)C(=O)N1CCc2cc(-c3csc(N)n3)ccc21	0.2%	.
Cc1occc1C(=O)NCc1ccccc1F	6.7%	-6%
O=C(O)CCCCCN1C(=O)/C(=C\c2ccc(-c3ccc(Cl)c(Cl)c3)o2)SC1=S	-9.5%	2%
O=C(CC1CCCCC1)NCc1ccccn1	-1.7%	-2%
COCCNC(=O)c1nn2c(C(F)(F)F)cc(-c3ccc(OC)c(OC)c3)nc2c1Cl	-3.8%	3%
O=C(NCC1COc2ccccc2O1)c1ccccc1 (stereo not drawn)	-1.2%&3.3%	2%&-1%
Cc1ccc(/C(O)=C2\C(=O)C(=O)N(CCCC(=O)O)C2c2ccc(Cl)cc2)cc1 (stereo not drawn)	-4.0%	3%
O=S(=O)(Nc1cccc(-c2nc3ccccc3[nH]2)c1)c1ccccc1	-3.8%	2%
Cc1cc(C)nc(N2CCN(c3ncnc4c3oc3ccccc34)CC2)n1	7.2%	-1%
CCNC(=O)C(=O)Nc1ccccc1C	4.1%	0%
COC(=O)Cn1c(=NC(=O)CSCC(=O)Nc2cc(C)on2)sc2ccccc21	.	-2%
COc1cccc(NC(=O)Nc2ccc3c(c2)nnn3C)c1	-2.0%	.
COCCCN1C(=O)C(O)=C(C(C)=O)C1c1ccccn1 (stereo not drawn)	5.4%	1%
CC(C)(NCc1ccccc1Cl)C(=O)O	7.0%	5%
CC(=O)N1CCc2cc(S(=O)(=O)CCC(=O)N3CCc4ccccc4C3)ccc21	2.5%	.
CCOC(=O)c1sc(NC(=O)c2cc3n(n2)C(C(F)(F)F)CC(c2ccccc2)N3)c(C(=O)OCC)c1C (stereo not drawn)	4.0%	7%
Cc1cc(=O)oc2cc(OCC(=O)OC(C)C)c(Cl)cc12	-1.3%	0%
NS(=O)(=O)c1ccc(NCc2c(F)cccc2Cl)cc1	1.9%	0%
O=c1[nH]c(N2CCCCCC2)nc2ncn(Cc3ccccc3)c12	2.4%	-3%
CC1CN(C2CCCCC2)c2nc3c(c(=O)n(C)c(=O)n3C)n2C1 (stereo not drawn)	-0.2%	-3%
O=C(Nc1nc2ccccc2[nH]1)C12CC3CC(CC(C3)C1)C2	-0.2%	.
O=C(CN(CCc1ccccc1)C(=O)CNS(=O)(=O)c1ccccc1)NCC1CCCO1 (stereo not drawn)	1.7%	-5%
CC(C)(C)c1ccc(S(=O)(=O)N2CCN(c3ccc(F)cc3)CC2)cc1	-1.8%	3%
CCN(CC)Cc1c(-c2ccccc2)[nH]c2ccc(C)cc2c1=O	5.2%	.
O=C(/C=C/c1ccccc1)N1CCc2ccccc21	1.5%	-1%
COc1cccc(NC(=O)CN(c2ccc(C)c(Cl)c2)S(C)(=O)=O)c1	6.4%	-1%
COc1ccc(Cl)cc1NC(=O)COC(=O)/C=C/c1c(C)nn(C2CCS(=O)(=O)C2)c1Cl (stereo not drawn)	4.7%	.
O=C(Nc1ccc(S(=O)(=O)NCc2ccco2)cc1)c1ccc2ccccc2n1	-4.0%	-4%
COc1ccc(C2(C(=O)Nc3cc(C)on3)CCOCC2)cc1	1.0%	-3%
CCOC(=O)c1cc2c(=O)n3ccccc3nc2n(CCOC)c1=NC(=O)c1ccncc1	-4.1%	-2%
N#Cc1ccc(OCc2nnc(SCC(=O)N3CCCc4ccccc43)n2-c2ccccc2)cc1	3.4%	-14%
O=C(COc1ccc2ccccc2c1)Nc1ccc(Cl)cc1Cl	1.4%	2%
O=C(CSc1nc2ccccc2o1)Nc1ccc(N2CCOCC2)c(Cl)c1	-4.0%	-6%
COC(=O)CC1(c2cccc3ccccc23)C(=O)c2ccccc2C1=O	-1.8%	.
CCOC(=O)CNC(=O)CSc1nnc(COc2ccc(Cl)cc2)n1CC	8.5%	1%
CC1(C)NC(=O)N(CC(O)COc2ccccc2-c2ccccc2)C1=O (stereo not drawn)	0.6%	3%
CCOc1ccc(N(CC(=O)Nc2ccc(C)c(Cl)c2)S(C)(=O)=O)cc1	-1.6%	6%
O=C(Nc1cc(C(F)(F)F)ccc1N1CCCCC1)c1ccco1	0.9%	4%
c1ccc(CCN2CCN(c3ncnc4c3cnn4-c3ccccc3)CC2)cc1	-0.5%	-5%
Cc1c(NC(=O)COc2ccc(Cl)cc2Cl)cccc1[N+](=O)[O-]	1.3%	3%
c1nc(N2CCOCC2)c2[nH]cnc2n1	-1.3%	.
Cc1ccc(C23CC4CC(CC(C(=O)Nc5cccc(C(=O)O)c5)(C4)C2)C3)cc1	-1.3%	2%
Cc1nnc(SCCn2c(N3CCN(Cc4ccccc4)CC3)nc3c2c(=O)[nH]c(=O)n3C)s1	-1.7%	-14%
CCCCN(C)CCCNC(=O)c1cccc(N2CCCC2=O)c1	.	10%
Cc1ccc(C(=O)O)cc1NC(=O)CN1C(=O)c2ccccc2C1=O	4.6%	3%
Cc1cc(C)n2nc(SCCC(=O)NCCc3ccccc3)nc2n1	-1.7%	.
O=C(NCCc1ccc(F)cc1)c1cccs1	2.5%	.
Nc1nc(-c2ccco2)c(-c2ccco2)s1	-1.1%	5%
O=C(CN(C(=O)Cn1nnc(-c2cccs2)n1)c1ccc2c(c1)OCCO2)NCC1CCCO1 (stereo not drawn)	0.6%	.
O=C(CN1CCN(CC(=O)Nc2ccccn2)CC1)Nc1ccccn1	1.5%	-10%
Carrying on:
SMILES	Hsp70 displacement	Rat MKP-3 inhibitors
Cc1ccc(C)c(N(CC(=O)NCc2ccc3c(c2)OCO3)C(=O)CCC(=O)Nc2ccccn2)c1	-4.1%	-18%
Cn1cnnc1SCC(=O)N1CCCc2ccccc21	-0.8%	0%
CC(C)c1ccc(CNc2cc(N3CCN(S(C)(=O)=O)CC3)ccc2[N+](=O)[O-])cc1	-1.6%	4%
COc1ccc(CC(=O)N2CCOCC2)cc1	-1.8%	.
COc1cc([N+](=O)[O-])ccc1NC(=O)c1cc(Cl)ccc1Cl	4.1%	2%
CCN(CC)S(=O)(=O)c1ccc(NS(=O)(=O)c2cccc(C)c2)cc1	3.9%	-1%
CC(C)(C)c1ccc(-c2nc(-c3ccncc3)no2)cc1	2.2%	6%
CCCc1nc2ccccc2n2cc3c(=O)n(C)c(=O)n(C)c3c12	-2.0%	-7%
Cc1cccn2c(=O)c3cc(C#N)c(=O)n(CCCN4CCOCC4)c3nc12	7.1%	-1%
O=C(NNC(=O)C(c1ccccc1)c1ccccc1)C(c1ccccc1)c1ccccc1	2.2%	-2%
Cc1ccc(OCC(=O)N2CCc3ccccc3C2)cc1	2.2%	-2%
CCOC(=O)C1=C(C)N=c2s/c(=C\c3ccc(-c4cccc(C(=O)O)c4)o3)c(=O)n2C1c1ccc(OC)c(OC)c1 (stereo not drawn)	-98%	0%
O=C1NC(=Nc2ccccc2)S/C1=C/c1ccsc1	8.9%	0%
COC(=O)C1=C(C)OC(N)=C(C#N)C1c1cc(OC)c(OCC(N)=O)cc1Cl (stereo not drawn)	10%	-6%
CN(C)c1nc(C(=O)NN)nc(N(C)C)n1	-5.8%	.
CC1CCN(C(=O)c2ccc(Br)cc2)CC1	5.0%	0%
CC(O)c1nc2ccccc2n1C/C=C/c1ccccc1 (stereo not drawn)	3.1%	-11%
Cc1ccc(C(=O)CSc2nc(C)cc(=O)[nH]2)cc1	0.8%	.
CC(=O)C1=C(O)C(=O)N(CCc2c[nH]c3ccccc23)C1c1cccc(O)c1 (stereo not drawn)	-1.6%	-9%
C=CCNc1nc(-c2ccccc2)nc(-n2ccnc2)n1	-0.9%	2%
COc1ccccc1NC(=O)COc1ccccc1	0.7%	.
Cc1ccc(NC(=O)/C(=C\c2ccc([N+](=O)[O-])o2)NC(=O)c2ccccc2I)cc1	-0.4%	-2%
CCOc1ccc2c(c1)C(c1ccc(C)cc1)=NNC(c1ccc(OC)cc1)=N2	6.8%	.
COc1ccc(C(=O)NC2CCCCC2)cc1S(=O)(=O)N1CCCC1	-1.7%	-6%
Cc1ccc(-n2nc3cc(C)c(NC(=O)COc4ccccc4C)cc3n2)cc1	-1.2%	2%
O=C(Cn1cc(C(F)(F)F)ccc1=O)N1CCN(S(=O)(=O)c2ccccc2)CC1	2.7%	2%
O=C(Nc1ccc(Br)cc1)C1CC=CCC1C(=O)OCC1CCCO1 (stereo not drawn)	9.7%	.
O=c1oc(-c2cccs2)nc2sc3c(c12)CCCCC3	1.8%&-1.5%	3%&2%
CC(=O)NC(CCS(C)(=O)=O)C(=O)Nc1cccc(Cl)c1Cl (stereo not drawn)	6.6%	-7%
Fc1ccccc1N1CCN(C2CCN(Cc3c[nH]c4ccccc34)CC2)CC1	-2.0%	-7%
O=C(Cn1cc2c(n1)CCCC2)N1CCOCC1	0.0%	-4%
O=C1c2ccccc2C(=O)N1CCCCSc1nnc2ccccn12	-3.6%	-12%
Cn1c(C(=O)OC(C(=O)NC2CCCCC2)c2cccnc2)cc2sccc21 (stereo not drawn)	0.6%	.
COc1nc2nonc2nc1Nc1ccc(C)cc1	-0.4%	4%
O=C(NC1CCCCCC1)c1ccc([N+](=O)[O-])o1	-2.2%	-1%
OCCN1CN=C(Nc2nc3ccccc3s2)NC1	-4.2%	-4%
Cc1cccc(C2(c3cccc(C)c3)CC2C(=O)NC(C)C)c1 (stereo not drawn)	-3.4%	1%
Cc1ccc(-c2noc(C3CCCN(C(=O)c4c(F)cccc4F)C3)n2)cc1 (stereo not drawn)	0.9%	0%
O=C1C(=O)c2ccccc2C(O)=C1c1ccc([N+](=O)[O-])cc1	4.9%	-2%
CON(C)c1nc(OCCNC(=O)COc2ccc(Cl)cc2C)nc(N(C)C)n1	-0.3%&-4.3%	-12%&5%
Cc1ccc(-c2cc(NC(=O)c3ccc(F)cc3)n[nH]2)cc1	-4.4%	-5%
CC(=O)Oc1ccc2c(C(F)(F)F)cc(=O)oc2c1	3.4%	-1%
Cc1[nH]nc(N2CCCCC2)c1[N+](=O)[O-]	-2.0%&2.7%	4%
COc1ccc(OC(C)C(=O)Nc2ccccc2C(N)=O)cc1 (stereo not drawn)	3.7%	2%
COc1cc(/C=N/N2C(=O)C3C4C=CC(CC4)C3C2=O)cc(I)c1OC (stereo not drawn)	0.6%	-1%
CCOc1cc(C2NC(=O)N(C)C(C)=C2C(=O)OCCc2ccccc2)ccc1O (stereo not drawn)	1.7%	4%
Cc1cc(Cl)c(OCCCn2cncn2)c(Br)c1	5.7%	-8%
O=C1c2ccccc2-c2c1cccc2C(=O)N1CCN(C(=O)c2ccco2)CC1	.	1%
O=S1(=O)CC(O)C(Nc2ccc(Cl)cc2)C1 (stereo not drawn)	-3.7%	.
O=C(Nc1cccc2ncccc12)c1cccnc1	-1.0%	-14%
O=C(CCc1nc2ccccc2[nH]1)NC1CCCCC1	-3.2%	3%
NC(=O)c1c(NC(=O)/C=C/c2ccccc2Cl)sc2c1CCCC2	-5.8%	4%
Cc1ccc(Cn2c(SCC(C)C)nc3c2c(=O)[nH]c(=O)n3C)cc1	.	0%
COc1ccc(Cl)cc1C(=O)Nc1cc(C(F)(F)F)cc(C(F)(F)F)c1	1.8%	4%
c1ccc(CN2CCN(CCCNc3ccc4nnc(-c5ccccc5)n4n3)CC2)cc1	.	-3%

One compound at a time, from the list above. Screens in order: Hsp70 displacement | Rat MKP-3 inhibitors
O=c1oc(-c2cccs2)nc2sc3c(c12)CCCCC3 in the list: 1.8%&-1.5% | 3%&2%
O=C(Nc1ccc(Br)cc1)C1CC=CCC1C(=O)OCC1CCCO1 (stereo not drawn) in the list: 9.7% | .

Of the compounds above, these have fluorine:
SMILES	Hsp70 displacement	Rat MKP-3 inhibitors
Cc1occc1C(=O)NCc1ccccc1F	6.7%	-6%
COCCNC(=O)c1nn2c(C(F)(F)F)cc(-c3ccc(OC)c(OC)c3)nc2c1Cl	-3.8%	3%
CCOC(=O)c1sc(NC(=O)c2cc3n(n2)C(C(F)(F)F)CC(c2ccccc2)N3)c(C(=O)OCC)c1C (stereo not drawn)	4.0%	7%
NS(=O)(=O)c1ccc(NCc2c(F)cccc2Cl)cc1	1.9%	0%
CC(C)(C)c1ccc(S(=O)(=O)N2CCN(c3ccc(F)cc3)CC2)cc1	-1.8%	3%
O=C(Nc1cc(C(F)(F)F)ccc1N1CCCCC1)c1ccco1	0.9%	4%
O=C(NCCc1ccc(F)cc1)c1cccs1	2.5%	.
O=C(Cn1cc(C(F)(F)F)ccc1=O)N1CCN(S(=O)(=O)c2ccccc2)CC1	2.7%	2%
Fc1ccccc1N1CCN(C2CCN(Cc3c[nH]c4ccccc34)CC2)CC1	-2.0%	-7%
Cc1ccc(-c2noc(C3CCCN(C(=O)c4c(F)cccc4F)C3)n2)cc1 (stereo not drawn)	0.9%	0%
Cc1ccc(-c2cc(NC(=O)c3ccc(F)cc3)n[nH]2)cc1	-4.4%	-5%
CC(=O)Oc1ccc2c(C(F)(F)F)cc(=O)oc2c1	3.4%	-1%
COc1ccc(Cl)cc1C(=O)Nc1cc(C(F)(F)F)cc(C(F)(F)F)c1	1.8%	4%
